Screens deposited in PubChem BioAssay by several laboratories.
EBV LMP1 NFkB: inhibitors of Epstein-Barr LMP1-induced NF-kappaB reporter; inhibition, % at 12.5 µM; hit rate 0.69% among 350,000; LMP1-induced NF-kappaB luciferase reporter cells, luminescence; in the data active means inhibition above about 41%;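 further: 0% = neutral control wells and 100% = reference inhibitor control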
TWEAK-Fn14 inh: blocks TWEAK-Fn14 interaction in a reporter cell assay | TWEAK-stimulated Fn14 reporter cells, luciferase luminescence, 8 h | inhibition, % at 10 µM | hit rate 2% among 360,000 | AID 1159606; in the data active means inhibition above about 50%
SRC1 inh: inhibitors of human steroid receptor coactivator 1 (SRC1); inhibition, % at 3.6 µM; HEK293 GAL4-SRC1 luciferase reporter, luminescence; Q15788; hit rate 0.12% among 360,000;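 active means inhibition above the campaign mean plus 3 SD, with each screening campaign given its own cutoff, cut at about 60% in these data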;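 further: 0% = DMSO treated cells and 100% = gossypol at 36 µM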
LRH-1 inv ag: inverse agonists of human LRH-1 (NR5A2); AID 602396; HEK293T StAR-luciferase reporter, LRH-1 transfected, 24 h; hit rate 0.13% among 360,000; O00482; inhibition, % at 3.6 µM;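 active means inhibition above the mean inhibition of all tested compounds plus 3 SD, cut at about 73% in these data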;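 further: 0% = DMSO wells and 100% = reporter-only cells lacking LRH-1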
COUP-TFII inh: blocks human COUP-TFII nuclear receptor | P24468 | HEK293T NGFI-A luciferase reporter, luminescence | inhibition, % at 8.6 µM | hit rate 0.7% among 370,000 | AID 686940;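 active means inhibition above a per-plate cutoff, mean inhibition of test wells between control levels plus 3 SD, cut at about 38% in these data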;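 further: cells cotransfected with COUP-TFII expression vector driving the NGFI-A reporter; 0% = median of COUP-TF2 test wells and 100% = reporter-only cells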
TROY signal inh: TROY signaling inhibition. Q293 LMP1-TROYcd NF-kB luciferase reporter, 4 h. inhibition, % at 10 µM. hit rate 0.98% among 360,000;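 active means compounds whose plate-normalised and pattern-corrected inhibition of the luciferase reporter signal at the single screening dose is 50% or more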
SRC3 inh: human NCOA3 inhibition; hit rate 0.17% among 360,000; HEK293 GAL4-SRC3 luciferase reporter, luminescence; inhibition, % at 3.6 µM;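 active means inhibition above a per-campaign cutoff, the mean of all compounds plus 3 SD, cut at about 60% in these data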;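 further: 0% = DMSO-treated cells and 100% = gossypol-treated cells at 36 µM; higher means less SRC3-driven luciferase light from the GAL4 reporter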
SRC2 inh: inhibits human steroid receptor coactivator 2; inhibition, % at 9 µM; Q15596; HEK293 GAL4-SRC2 luciferase reporter, luminescence; hit rate 0.17% among 370,000; AID 651957;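 active means inhibition above the mean inhibition of all tested compounds plus 3 SD, set per campaign, cut at about 52% in these data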;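 further: 0% = DMSO treated cells and 100% = cells given Gossypol at 36 µM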
TLR9-MyD88 block: inhibitors of human TLR9-MyD88 binding; hit rate 0.21% among 340,000; inhibition, % at 4.98 µM; CHO BLA complementation TLR9-MyD88, CCF4 FRET ratio;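 active means inhibition above the mean over all tested compounds plus 3 SD, cut at about 21% in these data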;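 further: 0% = DMSO only wells and 100% = clavulanate BLA inhibitor control wells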
Target sequence (Q99836 whole entry, looked up): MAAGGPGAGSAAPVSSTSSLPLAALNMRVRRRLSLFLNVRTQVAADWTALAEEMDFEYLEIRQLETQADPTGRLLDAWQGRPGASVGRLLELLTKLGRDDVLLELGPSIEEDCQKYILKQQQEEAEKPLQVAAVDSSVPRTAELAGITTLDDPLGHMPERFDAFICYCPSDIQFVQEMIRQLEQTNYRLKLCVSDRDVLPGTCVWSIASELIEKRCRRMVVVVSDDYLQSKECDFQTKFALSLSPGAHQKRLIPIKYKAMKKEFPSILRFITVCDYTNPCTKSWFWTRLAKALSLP
Target sequence (Q9NR96 whole entry, looked up): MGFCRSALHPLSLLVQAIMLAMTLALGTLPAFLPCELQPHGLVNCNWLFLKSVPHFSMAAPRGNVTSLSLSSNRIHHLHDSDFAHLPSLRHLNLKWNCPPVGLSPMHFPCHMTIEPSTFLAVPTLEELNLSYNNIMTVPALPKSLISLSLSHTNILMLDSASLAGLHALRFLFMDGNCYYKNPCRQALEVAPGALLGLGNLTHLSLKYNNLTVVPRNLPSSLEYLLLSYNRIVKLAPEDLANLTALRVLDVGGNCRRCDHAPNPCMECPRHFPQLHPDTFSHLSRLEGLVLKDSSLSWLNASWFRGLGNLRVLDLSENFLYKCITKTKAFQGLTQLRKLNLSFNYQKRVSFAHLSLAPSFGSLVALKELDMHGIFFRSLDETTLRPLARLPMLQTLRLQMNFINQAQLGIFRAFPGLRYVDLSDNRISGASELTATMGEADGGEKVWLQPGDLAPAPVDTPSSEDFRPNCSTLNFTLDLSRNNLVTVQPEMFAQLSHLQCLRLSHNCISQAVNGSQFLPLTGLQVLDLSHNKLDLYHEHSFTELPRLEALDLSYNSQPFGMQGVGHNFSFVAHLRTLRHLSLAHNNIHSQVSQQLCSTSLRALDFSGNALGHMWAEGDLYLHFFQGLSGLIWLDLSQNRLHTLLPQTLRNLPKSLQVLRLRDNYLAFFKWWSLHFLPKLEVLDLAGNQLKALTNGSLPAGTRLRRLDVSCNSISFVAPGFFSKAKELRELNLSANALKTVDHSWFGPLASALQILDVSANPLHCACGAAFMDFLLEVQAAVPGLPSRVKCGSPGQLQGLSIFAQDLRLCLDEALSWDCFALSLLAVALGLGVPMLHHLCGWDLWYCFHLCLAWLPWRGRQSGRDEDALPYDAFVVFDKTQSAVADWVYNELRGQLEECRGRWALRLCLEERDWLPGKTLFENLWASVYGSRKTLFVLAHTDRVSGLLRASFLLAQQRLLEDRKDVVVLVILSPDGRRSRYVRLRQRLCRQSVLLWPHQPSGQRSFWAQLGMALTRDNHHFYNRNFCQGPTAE
NOD2-RIPK2 inh: NOD2-RIPK2 protein interaction inhibition. CHO BLA complementation NOD2-RIPK2, CCF4 ratio. inhibition, % at 4.98 µM. hit rate 0.38% among 360,000. O43353; in the data active means inhibition above about 21%;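 further: 0% = vehicle only and 100% = reference blocker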
TRAIL sens C8: sensitizes caspase-8 expressing cells to TRAIL; NB7+C8 cells + TRAIL, ATPlite viability luminescence; inhibition (viability loss, TRAIL sensitization), % at 10 µM; hit rate 1% among 360,000; AID 624354;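 active means compounds causing at least 50% loss of cell viability in the single-dose screen, relative to plate controls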
The depositor's hits bear a star; . = not tested or not shown.

entry	canonical_smiles	EBV LMP1 NFkB	TWEAK-Fn14 inh	SRC1 inh	LRH-1 inv ag	COUP-TFII inh	TROY signal inh
1	Cc1nc(/N=C(\N)NC(=O)c2ccccc2)nc2ccccc12	-36	23	-134	-63	.	-32
2	Cc1ccccc1C1=N/C(=C/c2cccnc2)C(=O)O1	4	3	-34	-1	-11	-11
3	Cc1cccc2cc(CN(Cc3cccs3)Cc3nnnn3Cc3ccccc3)c(=O)[nH]c12	-3	36	5	3	7	19
4	Cn1ccc(C(=O)OCC(=O)Nc2ccccc2)n1	-3	23	-33	-2	0	11
5	Cc1nn(CC(=O)N/N=C/c2cccs2)c(C)c1[N+](=O)[O-]	-2	17	1	-7	-14	23
6	CCC(C(=O)Nc1ccccc1F)n1nc(C)c2c(C)n(-c3ccccc3)nc2c1=O (stereo not drawn)	0	0	-3	-21	5	-9
7	CC(c1nnc(SCC(=O)N2CCc3ccccc32)n1-c1ccc(Cl)cc1)N(C)C (stereo not drawn)	-6	6	-17	-2	5	-4
8	CCN(Cc1ccccc1)C(=O)COc1ccccc1	-2	0	-23	9	-3	-6
9	COc1ccc(Cl)cc1NC(=O)CN(C)CC(=O)Nc1cc(OC)c(OC)c(OC)c1	11	10	21	26	3	6
10	OC(c1nnc(-c2ccccc2)o1)c1cccs1 (stereo not drawn)	-13	-50	-41	-74	-34	-16
11	O=C(COC(=O)c1ccc(S(=O)(=O)C(F)F)cc1)Nc1ccccc1C(=O)NC1CC1	2	2	5	-14	-8	11
12	COc1ccc(Cc2nc(-c3ccc(NC(=O)c4cccnc4)cc3)no2)cc1	-13	17	-28	16	5	-26

entry	SRC3 inh	SRC2 inh	TLR9-MyD88 block	NOD2-RIPK2 inh	TRAIL sens C8
1	-52	.	-3	5	1
2	-7	-32	4	9	-2
3	2	-23	-6	7	-29
4	-5	-21	-7	12	19
5	-8	-2	-12	2	3
6	6	-11	0	7	-11
7	3	23	-2	-13	1
8	4	9	-3	-16	-15
9	-4	-2	0	-9	29
10	-34	-16	0	0	9
11	8	8	-9	-2	-10
12	14	17	2	-7	-27

The list goes on; it opens with the two that closed the last part.
entry	canonical_smiles	EBV LMP1 NFkB	TWEAK-Fn14 inh	SRC1 inh	LRH-1 inv ag	COUP-TFII inh	TROY signal inh
11	O=C(COC(=O)c1ccc(S(=O)(=O)C(F)F)cc1)Nc1ccccc1C(=O)NC1CC1	2	2	5	-14	-8	11
12	COc1ccc(Cc2nc(-c3ccc(NC(=O)c4cccnc4)cc3)no2)cc1	-13	17	-28	16	5	-26
13	CC(=O)/C(=N\Nc1ccccc1Cl)Sc1nnc(-c2ccccc2)n1-c1ccccc1	-6	-12	-11	-20	9	4
14	CC(=O)N1CCN(c2nc(-c3cccs3)nc3ccccc23)CC1	1	-18	0	36	11	4
15	COc1ccc(/C=N/NC(=O)c2cc(-c3ccccc3)nc3ccccc23)c(OC)c1	11	-29	-1	1	-26	15
16	Cc1cc(NC(=O)CSc2sc3c(O)cc(=O)[nH]c3c2C#N)ccc1Br	-10	15	1	31	-2	-2
17	COCCN1CC(=O)N2C(c3cccc(C)c3)c3[nH]c4ccccc4c3C[C@H]2C1=O (stereo partly drawn)	11	13	-3	21	-7	1
18	COc1ccccc1OCCSc1nnc(CNC(=O)c2ccco2)n1C	4	20	2	1	-4	13
19	CCOC(=O)N1CCC(NC(=O)c2cc(C(=O)Nc3ccc(S(=O)(=O)N4CCCCC4)cc3)ccc2CO)CC1	4	4	1	0	-17	-4
20	COCCNc1ncnc2c1ncn2[C@H]1CN(Cc2ccccc2)C[C@@H](CO)O1	.	-2	-79	-7	0	-5
21	CCCCN(CCCC)C(=O)CCS(=O)(=O)c1ccc2c(c1)n(C)c(=O)c(=O)n2C	5	-4	-11	5	6	24
22	O=C(CN1C(=O)NC(Cc2c[nH]c3ccccc23)C1=O)NC1CC1 (stereo not drawn)	-3	15	4	-15	17	1
23	Nc1ccn(C2OC(COP(=O)(O)O)C(O)C2O)c(=O)n1 (stereo not drawn)	-1	8	18	6	13	9
24	COc1ccccc1OCC(=O)Nc1nnc(C2CCCC2)s1	4	-16	-3	-41	-10	-11

entry	SRC3 inh	SRC2 inh	TLR9-MyD88 block	NOD2-RIPK2 inh	TRAIL sens C8
11	8	8	-9	-2	-10
12	14	17	2	-7	-27
13	10	11	-2	0	5
14	-18	-1	-3	0	-2
15	-8	-5	15	-5	4
16	1	-17	-1	-1	4
17	8	8	4	5	-17
18	-4	8	-5	-9	5
19	10	-25	-1	-9	7
20	7	-17	.	0	-16
21	13	-3	3	12	20
22	1	15	-9	-12	-5
23	8	-3	-9	-11	-5
24	6	7	16	1	0

Going on with the list:
entry	canonical_smiles	EBV LMP1 NFkB	TWEAK-Fn14 inh	SRC1 inh	LRH-1 inv ag	COUP-TFII inh	TROY signal inh
25	COCCN1C(=O)C(=O)/C(=C(/O)c2ccc(S(=O)(=O)N3CCOCC3)cc2)C1c1ccc(O)c(OC)c1 (stereo not drawn)	1	-9	-1	7	.	-7
26	O=C(CC1Nc2ccccc2NC1=O)NCCc1ccccc1 (stereo not drawn)	5	-24	-17	11	3	-12
27	OC(c1ccccc1)(c1ccccc1)c1nccn1-c1ccccc1	-7	11	5	3	28	10
28	CSCC[C@H](NC(=O)N1CCn2c1nc1ccccc12)C(=O)NCc1ccc2c(c1)OCO2	-9	23	12	-11	7	-17
29	O=C(O)c1ccc(NC(=O)c2cn(-c3ccccc3)nc2-c2ccc(Cl)cc2)cc1	3	1	1	-19	2	-38
30	CCCCCNC(=O)c1ccc(NC(=O)CC2SC(N3CCCC3)=NC2=O)cc1 (stereo not drawn)	-11	9	-37	11	-7	0
31	NS(=O)(=O)c1cc(Br)c2c(c1)S(=O)(=O)NCN2	2	-7	-9	-1	-11	9
32	CCOc1cc(NC(=O)c2ccccn2)c(OCC)cc1NC(=O)c1ccc(C)cc1	9	-4	2	-1	2	-8
33	CCNCCC(CCC(C)C)c1ccc2c(c1)OCO2 (stereo not drawn)	2	-9	9	2	-14	-1
34	CSCCC(NS(=O)(=O)c1cccc(C(F)(F)F)c1)C(=O)N(C)CCOc1ccc(Cl)cc1 (stereo not drawn)	-27	26	2	3	-8	17
35	COc1ccc(C(C(C(=O)c2ccco2)N2CCOCC2)N2CCOCC2)cc1 (stereo not drawn)	-5	10	-1	-4	-5	-30
36	Cn1ncc(Br)c1NC(=O)CSc1ccc(Cl)cc1	6	-3	8	10	25	6

entry	SRC3 inh	SRC2 inh	TLR9-MyD88 block	NOD2-RIPK2 inh	TRAIL sens C8
25	2	.	-7	-21	-10
26	7	-10	1	0	-10
27	1	3	-6	-6	-15
28	8	-11	-10	-9	-1
29	-4	-21	-14	0	4
30	-26	-11	4	1	-18
31	-1	-24	10	-18	-10
32	1	-29	-1	-6	15
33	8	-15	.	-12	11
34	13	-10	-1	-4	27
35	-30	-2	-7	2	-6
36	1	7	-9	-15	5

The list goes on.
entry	canonical_smiles	EBV LMP1 NFkB	TWEAK-Fn14 inh	SRC1 inh	LRH-1 inv ag	COUP-TFII inh	TROY signal inh
37	COc1ccc(NC(=O)C(CC(=O)O)Cc2ccc(C)cc2)cc1 (stereo not drawn)	2	-35	6	12	-6	-1
38	Cc1cccc(CSc2nnc(-c3cccs3)n2Cc2ccco2)c1	1	-26	-13	0	-2	-1
39	CCNC(=S)N/N=C/c1cccs1	3	-8	2	-1	-5	6
40	Cc1ccc(C(=O)NCCN2CCOCC2)c(Cl)c1	-13	11	-15	-26	-51	-11
41	COC(=O)c1ccc2c(c1)NC(=O)CS2	-28	-5	-24	-16	11	-7
42	CC(C)C[C@H]1CNC(=S)N1CC1CCCN1C[C@H](CC(C)C)N1C[C@H](Cc2ccc(O)cc2)N(CC2CCCCC2)C1=S (stereo partly drawn)	-8	32	-4	-16	13	20
43	O=C1CC(C(=O)Nc2cccc(F)c2)n2c(nc3ccccc32)N1 (stereo not drawn)	-5	12	-8	-1	9	-15
44	O=C(CN1CCCC1)Nc1nnc(-c2cccs2)s1	-8	30	-4	-19	10	-27
45	O=C(COC(=O)c1ccc(O)cc1O)NC(=O)c1ccccc1	6	7	1	4	-5	-18

entry	SRC3 inh	SRC2 inh	TLR9-MyD88 block	NOD2-RIPK2 inh	TRAIL sens C8
37	13	3	0	2	-8
38	0	-9	8	0	-15
39	5	7	-3	-11	10
40	-21	-56	4	-4	11
41	-3	17	2	10	-6
42	-43	-4	3	11	5
43	18	3	-1	0	-8
44	-5	-43	-6	2	1
45	2	-32	0	2	-5

In the list so far, these contain a furan ring, fused or not:
entry	canonical_smiles	EBV LMP1 NFkB	TWEAK-Fn14 inh	SRC1 inh	LRH-1 inv ag	COUP-TFII inh	TROY signal inh
18	COc1ccccc1OCCSc1nnc(CNC(=O)c2ccco2)n1C	4	20	2	1	-4	13
35	COc1ccc(C(C(C(=O)c2ccco2)N2CCOCC2)N2CCOCC2)cc1 (stereo not drawn)	-5	10	-1	-4	-5	-30
38	Cc1cccc(CSc2nnc(-c3cccs3)n2Cc2ccco2)c1	1	-26	-13	0	-2	-1

entry	SRC3 inh	SRC2 inh	TLR9-MyD88 block	NOD2-RIPK2 inh	TRAIL sens C8
18	-4	8	-5	-9	5
35	-30	-2	-7	2	-6
38	0	-9	8	0	-15

Of the compounds above, these have a COOH group:
entry	canonical_smiles	EBV LMP1 NFkB	TWEAK-Fn14 inh	SRC1 inh	LRH-1 inv ag	COUP-TFII inh	TROY signal inh
29	O=C(O)c1ccc(NC(=O)c2cn(-c3ccccc3)nc2-c2ccc(Cl)cc2)cc1	3	1	1	-19	2	-38
37	COc1ccc(NC(=O)C(CC(=O)O)Cc2ccc(C)cc2)cc1 (stereo not drawn)	2	-35	6	12	-6	-1

entry	SRC3 inh	SRC2 inh	TLR9-MyD88 block	NOD2-RIPK2 inh	TRAIL sens C8
29	-4	-21	-14	0	4
37	13	3	0	2	-8

This is a subset; count on the stated rates, not on these rows.
